# Pf apPOL block – Pf-apPOL inhibitors, biochemical, fluorescence. Recombinant Pf-apPOL, molecular beacon fluorescence, 1.5 h. AID 1794808, 2022. inhibition, % at 10 µM. Plasmodium falciparum apicoplast DNA polymerase (apPOL). hit rate 0.25% among 210,000
# mHTT-CaM PPI inh – mutant huntingtin-calmodulin interaction inhibitors – biochemical, AlphaScreen, primary screen. AlphaScreen His-mHTT/GST-CaM binding, luminescence. AID 1671202, 2021. inhibition, % at 15 µM. hit rate 3.6% among 190,000;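 further: 0% = both proteins with DMSO and 100% = one protein alone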
# Starred values were filed as active, the others as inactive; i = inactive; nt = no result given. No stated cut-off is given here; in the data, active means inhibition above about 50%; inactive means the rest.
SMILES,Pf apPOL block,mHTT-CaM PPI inh
Cn1nc(-c2nc(C3CC3)no2)c2c1CCN(C(=O)c1ccc(C(F)(F)F)s1)C2,-5,3
COc1ccc(C2CC(C(F)(F)F)n3nc(C(=O)O)c(Br)c3N2)cc1 (configuration not stated),-5,-4
COc1ccc(-c2ccc(N3CCN(C(=O)Cc4cn(C)c5ccccc45)CC3)nn2)cc1,-6,-1
CC(C)C1/C(=N/O)CC(c2ccccc2)NC1c1ccccc1 (configuration not stated),-1,i
Cc1cc(OCC(=O)Nc2ccc(F)cc2F)nc(N2CCCCC2)n1,-2,-11
COc1ccc(C=C2Oc3c(ccc4c3CN(Cc3ccco3)CO4)C2=O)c(OC)c1,-17,68*
Cc1ccc(S(=O)(=O)N=C(N)NC#N)cc1,-7,-3
O=c1[nH]c2ccccc2nc1C(F)(F)F,-8,nt
N#CC(C#N)=CC=C(Sc1ccc(Cl)cc1)c1ccc(F)cc1,2,nt
COc1ccc(-n2nc(C(=O)Nc3ccc(F)cc3F)c3ccccc3c2=O)c(OC)c1,-3,11
COc1ccccc1-c1noc(C2CCCN2C(=O)c2ccc3cc[nH]c3c2)n1 (configuration not stated),-2,4
Cc1ccc(-c2csc(/C(C#N)=C/c3cccc(O)c3)n2)cc1,-4,97*
Cc1cc(C)nc(SCC(=O)N2CCCCC2)n1,-2,-4
CN(C1CCS(=O)(=O)C1)S(=O)(=O)c1cccc2nsnc12 (configuration not stated),-4,0
O=C(Nc1cc(C(F)(F)F)cc(C(F)(F)F)c1)c1csc(-c2ccc(Cl)cc2)c1,-2,nt
CCCN(CCC)C(=O)C[n+]1ccc(C(N)=O)cc1,-8,-1
COc1ccc(Nc2cc(-n3nc(C)cc3-c3ccccc3)ncn2)cc1,-1,28
C=CCNC(=O)C1Cc2ccc(OC)cc2N2CCOCC12 (configuration not stated),4,10
O=C(Nc1ccc(I)cc1)c1cccc(Cl)c1,-2,-5
O=C(Cc1ccccc1[N+](=O)[O-])Nc1ccc(OCc2ccccc2)cc1,12,3
OC1C=C2CCN3Cc4cc5c(cc4C(C1O)C23)OCO5 (configuration not stated),-12,nt
Cc1nc2nc(SCC(=O)NC(C)c3ccccc3)nn2c(C)c1Cc1ccccc1 (configuration not stated),3,22
CSc1ccccc1NC(=O)c1cn2c(n1)COCC2,1,16
Cc1ccccc1CNC(=O)C(C)C1CCN(S(=O)(=O)c2cccs2)CC1 (configuration not stated),-2,-15
CS(=O)(=NC(=O)c1ccc(C(F)(F)F)cc1)c1ccccc1 (configuration not stated),-3,nt

# In another format: entries from further up.
# Sequence of screens – Pf apPOL block | mHTT-CaM PPI inh
> CC(C)C1/C(=N/O)CC(c2ccccc2)NC1c1ccccc1 (configuration not stated)
 : -1 | i
> COc1ccc(Nc2cc(-n3nc(C)cc3-c3ccccc3)ncn2)cc1
 : -1 | 28
> Cn1nc(-c2nc(C3CC3)no2)c2c1CCN(C(=O)c1ccc(C(F)(F)F)s1)C2
 : -5 | 3

# (further entries)
SMILES,Pf apPOL block,mHTT-CaM PPI inh
CCCC(=O)Nc1cc(OC)ccc1OC,-7,0
O=C(NCCc1nc2ccccc2[nH]1)c1ccccc1,31,-8
CCOc1ccc(N2CCN(C(=O)c3cccc(Br)c3)C(C)C2=O)cc1 (configuration not stated),-1,6
COc1ccc(C2=NOC(C(=O)Nc3ccc(C)cc3)C2)cc1OC (configuration not stated),-3,9
CC1CC(C)CN(S(=O)(=O)c2cc(C(=O)Nc3ccccc3Cl)ccc2F)C1 (configuration not stated),-7,-6
COc1ccc(NC(=O)C(c2ccc(C)cc2)N(C)C(=O)c2cnccn2)cc1 (configuration not stated),-8,16
Cc1cccc(C(=O)Nc2ccc(C(C)C)cc2)c1,-3,-33
O=C1Nc2ccccc2N(O)N1c1cccc(Br)c1,-2,1
O=C(Nc1ccc(S(=O)(=O)N2CCCC2)cc1)c1ccco1,3,3
O=C(NC1CCc2ccccc21)C1CCN(c2cn[nH]c(=O)c2)CC1 (configuration not stated),-1,22
COc1ccc(-c2cc(=O)n(CC(=O)N3CCCc4ccccc43)cn2)cc1,-1,-12
O=C(CSC1CCCC1)NCCOc1ccc(-c2ccccn2)nn1,-9,100*
CCCc1nc2cccnc2n1C1CCN(S(=O)(=O)c2ccc(OC)cc2)C1 (configuration not stated),4,13
CCC(CC)C(=O)Nc1nc(C)ns1,-1,-6
Cc1cc2nccc(-c3cccnc3)n2n1,2,nt
CCC1CCCCN1S(=O)(=O)c1ccc(Cl)c(Cl)c1 (configuration not stated),-2,-60
CCOc1ccc(NC(=O)CN(c2cc(C)ccc2C)S(C)(=O)=O)cc1,-6,8
CN1CCN(C(=O)CN2C(=O)/C(=C/c3cccc(Cl)c3)Sc3ccccc32)CC1,-2,33
CC(=O)N1CCN(c2ccc(Nc3ccc(C)cc3)nn2)CC1,-71,-13
CC(=O)N1CCc2c(sc(NC(=O)c3sc4ccccc4c3Cl)c2C#N)C1,-23,61*
COc1ccc(C2CCCN2C(=O)Nc2ccc3c(c2)OCO3)cc1 (configuration not stated),-3,5
O=C(NCc1ccc(F)cc1Cl)C1CCN(c2nccnc2Oc2ccccc2)CC1,-1,1
COc1ccc(S(=O)(=O)NCCNc2nc(C)cc(N(C)C)n2)c(OC)c1,-6,-7
c1ccc2nc3ccccc3cc2c1,-3,-10
COc1ccccc1CNS(=O)(=O)c1cc2c(s1)CCN(C(C)=O)C2,-1,8

# Complete entries, looked up by structure. Order of values: Pf apPOL block | mHTT-CaM PPI inh
# O=C(Nc1ccc(S(=O)(=O)N2CCCC2)cc1)c1ccco1 in the list: 3 | 3
# CC1CC(C)CN(S(=O)(=O)c2cc(C(=O)Nc3ccccc3Cl)ccc2F)C1 (configuration not stated) in the list: -7 | -6
# COc1ccc(C2CCCN2C(=O)Nc2ccc3c(c2)OCO3)cc1 (configuration not stated) in the list: -3 | 5
# CC(=O)N1CCN(c2ccc(Nc3ccc(C)cc3)nn2)CC1 in the list: -71 | -13
# COc1ccc(NC(=O)C(c2ccc(C)cc2)N(C)C(=O)c2cnccn2)cc1 (configuration not stated) in the list: -8 | 16

# More structures follow:
SMILES,Pf apPOL block,mHTT-CaM PPI inh
CC(C)(C)OC(=O)N1CCN(CC#N)CC1,-4,-9
Cc1ccc2nc(-c3cccc(F)c3)cc(C(N)=O)c2c1,4,1
CC(=O)N1CCCc2ccc(NC(=O)C(=O)Nc3ccccc3Cl)cc21,-1,-14
COc1cc(/C=C2/N=C(c3cc(Cl)ccc3Cl)OC2=O)cc(OC)c1OC,2,9
O=C(c1ccc(Br)o1)N1CCC(Cn2ccnc2-c2ccccc2)CC1,-5,1
O=C(Cc1ccccc1F)N1CCC(CCOCc2cccc(F)c2)CC1,-7,-24
CCc1ccc(NC(=O)Cn2nnc(C(=O)NCc3cccs3)c2N)cc1,4,17
CC(=O)NC(C)C12CC3CC(CC(C3)C1)C2 (configuration not stated),-4,1
Cn1cc(-c2ccncc2)cc1C(=O)NCc1cccc(C(F)(F)F)c1,-4,34
C[C@H](Cc1ccc(O)c(O)c1)[C@@H](C)Cc1ccc(O)c(O)c1,8,nt
CCc1cccc(CC)c1NC(=O)CSc1ccc(Cl)cc1,-1,nt
Nc1c(Nc2cccc(C(=O)O)c2)c2ccccc2oc1=O,0,23
COc1ccc([N+](=O)[O-])cc1NCc1ccc(F)c(F)c1,-1,6
O=C(c1ccncc1)N1CCC(CCOc2ccccc2)CC1,-4,4
Cc1ccc(-c2cc(C(F)(F)F)n3nc(C(=O)O)cc3n2)cc1,3,7
O=C(Cc1nc(-c2ccccc2)n[nH]1)NC1CCCC1,-1,4
COc1cccc(-n2ccn3cc(-c4ccc(C)cc4C)nc3c2=O)c1,-2,0
CCC(C)NC(=O)N1CCC(c2nc(C(=O)N(C)C)c(C)o2)CC1 (configuration not stated),-2,-2
CC[C@@H]1C(c2cccc(Cl)c2)=NN(c2ccc(Br)cc2)[C@H]1C(=O)N1CCOC1=O,6,95*
CCCOC(=O)c1cc2cc(OC)ccc2oc1=O,5,-8
COc1cccc(C=Nc2cccc(NC(=O)c3ccc(F)cc3)c2)c1O,-3,27
CCCCC(=O)Nc1c2c(nn1-c1ccccc1C)CS(=O)C2 (configuration not stated),-2,2
O=C(CN1N=NC2C(=O)N(c3ccccc3)C(=O)C21)Nc1ccc(Br)cc1 (configuration not stated),-4,0
Cc1ccc(NC(=O)Nc2ccccc2)cc1[N+](=O)[O-],0,11
CCOc1ccc(C(=O)N2CCN=C2N2CCN(c3cccc(Cl)c3)CC2)cc1,0,100*
# Next section:
SMILES,Pf apPOL block,mHTT-CaM PPI inh
CCC(CC)N1CCN(C(=O)c2ccc3[nH]c4c(c3c2)CN(C(C)=O)CC4)CC1,-5,38
COC(=O)c1ccc(C=C2Oc3cc(OCC(=O)OC(C)C)ccc3C2=O)cc1,-8,0
COc1cc(CNCc2ccccc2OC)cc(OC)c1,-3,2
COc1cccc(/C=C2/C(=O)N(c3ccccc3)N=C2C)c1OC,-2,21
CC1(C(=O)NC2CCCC2)CCC(=O)N1Cc1cccnc1 (configuration not stated),1,-3
Cc1ccc(S(=O)(=O)N2CCC(CN3CCCC(C)C3)CC2)cc1 (configuration not stated),4,2
Cc1ccnc(NS(=O)(=O)c2c(C)cc(C)cc2C)c1,4,2
CCCCNC(=O)c1ccc2c(c1)NC(=O)C(N1CCCC1)S2 (configuration not stated),-23,5
COCCNC(=O)N1CCOCC1,nt,-8
O=C(CSc1ccc(-c2ccc(-n3cccn3)cc2)nn1)Nc1ccc([N+](=O)[O-])cc1,3,6
CCCCOc1ccc(C(=O)O/N=C2\C=C(C(C)C)C(=O)C=C2C)cc1,-5,i
COc1ccc(-c2cc3nc4c(c(=O)n3[nH]2)CN(C(=O)Nc2ccc(C)cc2C)CC4)cc1,0,-4
Cc1ccc(-n2c(SCC(=O)N3CCOCC3)nc3c(c2=O)SCC3)cc1,-8,2
COc1ccccc1NC(NC(=O)c1cccc(Cl)c1)C(Cl)(Cl)Cl (configuration not stated),2,7
Cn1c(=O)c2c(SCC(=O)NCc3ccccc3)nc(-c3cccs3)nc2n(C)c1=O,-1,-2
Cc1ccc(C(=O)N2CCC(c3nc4cccnc4n3C)C2)cc1F (configuration not stated),0,2
COc1ccccc1C(=O)Nc1ccc(S(=O)(=O)Nc2cc(C)nc(C)n2)cc1,-6,6
Fc1ccc(CN2CCc3nc(N4CCOCC4)ncc3C2)cc1F,10,20
CC(=O)N1CCc2cc(N3CC(C(=O)NCc4ccc(F)c(Cl)c4)CC3=O)ccc21 (configuration not stated),-8,-6
S=C(S)N(CCN(Cc1cccs1)C(=S)S)Cc1cccs1,nt,39
Cn1cc(CC(=O)NCCc2ccc(Cl)cc2)c2ccccc21,-6,28
Cc1cc(F)ccc1NC(=O)C1CCCN(c2cnc3nccnc3c2)C1 (configuration not stated),2,2
O=C(C1CCCCC1)N1C[C@@H](O)[C@H](n2cc(-c3ccc(F)cc3)nn2)C[C@@H]1c1ccccc1,-2,9
O=C(CC1CCN(S(=O)(=O)c2cccs2)CC1)NC1CCCC1,-3,-11
COc1ccc(CN2CCN(c3ncccn3)CC2)cc1O,-5,-2

# Reprinted at random: 5 records from the list
SMILES,Pf apPOL block,mHTT-CaM PPI inh
CCC(CC)N1CCN(C(=O)c2ccc3[nH]c4c(c3c2)CN(C(C)=O)CC4)CC1,-5,38
O=C(c1ccc(Br)o1)N1CCC(Cn2ccnc2-c2ccccc2)CC1,-5,1
CCCCNC(=O)c1ccc2c(c1)NC(=O)C(N1CCCC1)S2 (configuration not stated),-23,5
Cc1ccc(-n2c(SCC(=O)N3CCOCC3)nc3c(c2=O)SCC3)cc1,-8,2
Cn1nc(-c2nc(C3CC3)no2)c2c1CCN(C(=O)c1ccc(C(F)(F)F)s1)C2,-5,3

# More results.
SMILES,Pf apPOL block,mHTT-CaM PPI inh
COC(=O)c1ccc(NC(=O)N2CCCC2c2cc(C)no2)cc1 (configuration not stated),0,-7
COC(=O)c1cc2c(cc1NC(=O)C1CCN(c3nccc(C)n3)CC1)OCO2,0,3
Cc1cc(C(N)=O)c(C(F)(F)F)o1,-7,nt
CCc1nc(N2CCOCC2)c2cnn(-c3ccccc3Cl)c2n1,-1,-1
O=[N+]([O-])c1ccccc1S(=O)(=O)N1CCN(C2CCCCC2)CC1,28,4
Cc1cccc(-n2nc(C)c(C(=O)NCC(C)C)c2C(C)C)c1,-2,-1
COc1cccc(C2CC(c3ccc(SC)cc3)n3nnnc3N2)c1 (configuration not stated),-1,14
O=C(O)c1cc(C=Nc2ccc3c(c2)OCCOCCOCCO3)ccc1O,-3,12
CC(C)(C)NC(=O)Nc1nnc(SCC(=O)Nc2nc3ccccc3s2)s1,-2,-5
N#CC(=Cc1ccc(OCc2nc(-c3ccsc3)no2)cc1)C(=O)c1cccs1,-10,nt
NC(=O)c1ccc[n+](CC(=O)c2ccc([N+](=O)[O-])cc2)c1,1,1
Cc1ccc(-n2ncc3c(Nc4ccc(I)cc4)ncnc32)cc1,-6,-6
N#Cc1c(N)sc2c1CCCCCC2,1,18
Cc1ccccc1CN1C(=O)C2(OCCCO2)c2ccccc21,-10,-17
c1ccc(Cn2cnc(-c3ccccc3)c2)cc1,-8,9
CCOC(=O)CC[C@@H]1CC[C@]2(CCCN(C(=O)c3ccco3)C2)O1,-4,-2

# A draw from above in order of length of the SMILES, high to low:
SMILES,Pf apPOL block,mHTT-CaM PPI inh
N#CC(=Cc1ccc(OCc2nc(-c3ccsc3)no2)cc1)C(=O)c1cccs1,-10,nt
O=[N+]([O-])c1ccccc1S(=O)(=O)N1CCN(C2CCCCC2)CC1,28,4
Cc1ccccc1CN1C(=O)C2(OCCCO2)c2ccccc21,-10,-17

# Screening results: PubChem BioAssay, University of Kansas High Throughput Screening Laboratory
